High-throughput results from PubChem BioAssay.
AMA1-RON2 inh: disrupts binding of P. falciparum AMA1 to RON2; AlphaScreen AMA1-biotinylated RON2 peptide binding; Potency, µM (top dose mostly 58.2 µM), for the others: top-dose activity change, negative = inhibition, most hits filed as inhibitors; 0.2% of 360,000 active; AID 720542;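 also: potency is read from the fitted curve at half-maximal effect; 0% = vehicle wells and -100% = peptide control; nearly all actives have a fitted effect of over 45% in size; some results filed as inactive show a strong effect at the top dose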
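AMA1 (3D7) with his tag at 25 nM final met compounds first, then biotinylated RON2 peptide at 25 nM; detection used donor plus acceptor beads, 10 µg/mL apiece, read by AlphaScreen after 30 min at room temperature.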
AmpC detergent: inhibitors of E. coli AmpC beta-lactamase with detergent; 0.041% of 370,000 active; P00811; AID 485294; AmpC hydrolysis of nitrocefin, absorbance 480 nm, 0.01% Triton; Potency, µM (top dose mostly 114 µM), inactives show at the top dose activity change, negative = inhibition, usual class: inhibitors;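 also: potency is read from the fitted curve at half-maximal effect; 0% = no-compound wells and -100% = no-enzyme wells; nearly all actives have a fitted effect of over 25% in size; some results filed as inactive show a strong effect at the top dose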
Target sequence (P00811 whole entry, looked up): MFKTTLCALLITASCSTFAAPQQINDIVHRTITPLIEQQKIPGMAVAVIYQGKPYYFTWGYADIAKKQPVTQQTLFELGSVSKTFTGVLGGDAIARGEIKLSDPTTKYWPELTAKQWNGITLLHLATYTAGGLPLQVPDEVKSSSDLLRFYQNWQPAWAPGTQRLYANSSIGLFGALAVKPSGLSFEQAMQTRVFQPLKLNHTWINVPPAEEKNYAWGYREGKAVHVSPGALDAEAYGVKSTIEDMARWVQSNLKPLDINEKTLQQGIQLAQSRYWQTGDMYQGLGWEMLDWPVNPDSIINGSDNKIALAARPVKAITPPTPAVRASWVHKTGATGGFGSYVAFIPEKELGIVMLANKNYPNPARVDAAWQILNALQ
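AmpC (5.3 nM in the dispensed reagent) in 20 mM phosphate pH 7.0 with 0.01% (detergent screen) or 0.0001% Triton X-100 was preincubated with compounds for 15 min at room temperature. Nitrocefin was then added from an 800 uM solution, and hydrolysis was followed at 480 nm.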
Shiga inhibitor: blocks Shiga toxin action in Vero cells; inhibition, % at 38.7 µM; Vero cells, Shiga toxin protein synthesis inhibition reporter; 9.2% of 290,000 active; in the data active = inhibition mostly above about 28%, no sharp cut-off; inactive = mostly below about 43%; also: 0% is about no effect
CHX counter: counter-screen hit for Shiga toxin inhibitors, cycloheximide; cell reporter, cycloheximide protein synthesis inhibition counterscreen; max response, %; 12% of 300,000 active; AID 2314; in the data active = max response mostly above about 13%, no sharp cut-off; inactive = mostly below about 14%; also: read at 38.3 µM for the half of the compounds with a filed dose; 0% is about no effect
AmpC no deterg: blocks E. coli AmpC beta-lactamase in detergent-free assay | AmpC nitrocefin hydrolysis, absorbance 480 nm, 0.0001% Triton | Potency, µM (series often up to 57.1 µM), without a hit: at the highest dose activity change, negative = inhibition, usual class: inhibitors | 0.52% of 330,000 active | AID 485341;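 also: potency is read from the fitted curve at half-maximal effect; plate controls were no compound for no effect and no enzyme for full effect; nearly all actives have a fitted effect of over 20% in size; some results filed as inactive show a strong effect at the top dose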
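20 mM phosphate pH 7.0 + 0.01% (detergent screen) or 0.0001% Triton X-100; 5.3 nM AmpC reagent; cpd preinc 15 min RT; nitrocefin (800 uM stock) to start; A480 q20 s × 4 min; Activity was normalised to no-enzyme and no-compound control wells.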
Giardia FBPA inh: inhibitors of Giardia lamblia fructose-1,6-bisphosphate aldolase | purified Giardia FBPA | Potency, µM (doses to about 59.6 µM), for inactives: top-dose activity, negative = inhibition, actives largely listed as inhibitors | 0.71% of 290,000 active; also: potency is read from the fitted curve at half-maximal effect; % is scaled to controls: 0 for no effect and ±100 for the full control effect; nearly all actives have a fitted effect of over 55% in size
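Giardia FBPA (40 nM reagent) was preincubated 10 min at RT with compound (up to 57.5 uM final), then substrate plus GAPDH/TPI/NAD/arsenate coupling system with diaphorase/resazurin was added; resorufin fluorescence (525/598 nm) was read after 20 min.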
HCMV antiviral: inhibitors of human cytomegalovirus | HFF cells, HCMV-luciferase reporter, 72 h; hits give low values | activity change, negative = inhibition, % at 57.5 µM | 4.5% of 410,000 active | AID 1259415; in the data active = activity change below about -60%; inconclusive = no clear call, values can overlap the other calls; inactive = above about -39%; also: % is scaled to controls: 0 for no effect and ±100 for the full control effect
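Human foreskin fibroblasts infected with luciferase-reporter HCMV at MOI 1 PFU/cell, compounds at two doses. Luciferase measured 72 h post infection; normalized to buffer-only basal and Salinomycin (10uM) controls.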
* hit, by the source's call; ? = inconclusive; · = not tested or not shown; [ ] = dose if it differs, or a comment. Unless noted, calls follow the shape of the dose curve; as a rule, active = well fitted curve in the direction sought with a large enough effect; inconclusive = small, poorly fitted or top-dose-only effect, or another doubt; inactive = no such curve, though single readings can be large; an effect the other way counts as inactive or inconclusive.

SMILES	AMA1-RON2 inh	AmpC detergent	Shiga inhibitor	CHX counter	AmpC no deterg	Giardia FBPA inh	HCMV antiviral
O=C(CSc1nnc(CNC(=O)c2c(F)cccc2F)o1)NCCc1ccccc1	16%	8%	-5	-3	-13%	-4%	-4
Fc1ccc(Oc2cnc3ccccc3n2)cc1	14%	-7%	39*	22	-11%	-2%	-19
Cc1cc(OCC(=O)NCCc2cccc(F)c2)c2c(C)cc(=O)oc2c1	18%	-5%	-7	-2	1%	·	-3
Nc1c(C(=O)c2cccs2)oc2ccccc12	21%	?	99*	26*	-15%	4%	93
Cc1cc(C)c(C)c(S(=O)(=O)N(C)C2CCN(C)CC2)c1C	-3%	-7%	-9	-1	28%	6%	51
CCNC(=S)N1CCN(S(=O)(=O)c2ccc(C)cc2)CC1	-11%	8%	-14	-4	-20%	25%	25
CCOc1ccc(-c2c(C(=O)N/N=C/c3ccc(Cl)cc3)nnn2-c2nonc2N)cc1	2%	1%	1	-2	-43%	·	-9
COc1cc(C(=O)NCCc2ccc(F)cc2)c([N+](=O)[O-])cc1OC	17%	-4%	5	-7	-8%	1%	71
CC1CN(C(=O)c2ccc(S(=O)(=O)Nc3ccccc3Cl)cc2)CC(C)O1 (stereo unspecified)	12%	6%	-10	-5	-5%	-5%	-27
CC(=O)Nc1ccc(NS(=O)(=O)c2ccc(-c3cnc(C4CC4)o3)cc2)cc1	-2%	1%	2	-6	-39%	·	0
Cc1ccccc1C1CC(c2cccs2)Nc2nnnn21 (stereo unspecified)	7%	-10%	16	-5	-11%	5%	?
Cc1ccc(Nc2cnn(C34CC5CC(CC(CC(=O)O)(C5)C3)C4)c(=O)c2Cl)c(Cl)c1	14%	-1%	-2	-3	-18%	-9%	?
CCc1ccc(OCC(=O)NNC(=O)c2nn(CC)c(=O)c3ccccc23)cc1	51%[activator]	3%	-11	-5	6%	11%	-34
O=C(N[C@@H](Cc1ccc(O)cc1)C(=O)O)c1ccc(C(F)(F)F)cc1	10%	-1%	1	-1	-13%	7%	?
CC(C)(C)c1csc(NC(=O)c2ccc(Cl)s2)n1	19%	-1%	103*	63*	-43%	13%	?
COc1cc(C(=O)N2CCN(C(=O)C3COc4ccccc4O3)CC2)cc(OC)c1OC (stereo unspecified)	4%	-1%	10	35	90%[activator]	·	-17
COc1ccc(S(=O)(=O)N(C)C)cc1NCC(=O)Nc1ccc(Br)c(C)c1	-26%	-4%	-15	2	-40%	-1%	?
COC(=O)c1c(NC(=O)C(=O)NCCCN2CCOCC2)sc2c1CCC2	76%[activator]	5%	-2	16	138%[activator]	-1%	-24
CCOc1ccc(-n2cnnn2)cc1S(=O)(=O)N1CCC(C)CC1C (stereo unspecified)	-6%	0%	-12	7	-5%	1%	?
CC1CN(C2CCN(S(=O)(=O)Cc3ccccc3)CC2)CC(C)O1 (stereo unspecified)	-8%	?	26	-2	-11%	-13%	-9
CCn1c(=O)c2cc(C(=O)Nc3ccc(OC)cc3OC)sc2c2ccccc21	-4%	-6%	-18	-2	-11%	7%	-19
Cc1cc(Cl)ccc1OC(C)C(=O)Nc1ccccc1N1CCOCC1 (stereo unspecified)	-1%	1%	-9	-2	-1%	-10%	-38
O=C(O)c1ccccc1-c1ccccc1C(=O)Nc1nccs1	-9%	?	16	-7	-1%	-7%	2
O=C(Nc1cccc(NC(=O)c2cccc(Cl)c2)c1)c1cccnc1	-7%	-2%	32	-2	-32%	-2%	-21
O=C(COc1cccnc1[N+](=O)[O-])Nc1cc(S(=O)(=O)N2CCCCC2)ccc1Cl	9%	-6%	2	-4	-8%	-3%	-20
CCC(C)(C)n1nnnc1C(c1ccccc1OC)N1CCN(C(=O)c2ccco2)CC1 (stereo unspecified)	-4%	-4%	41	11*	103%[activator]	-3%	-13
O=C1NN(c2ccccc2)C(=O)/C1=C/c1ccc(Sc2cccc3ccccc23)o1	?	?	-15	-3	-58%	3%	44
CC(=O)Nc1ccc2c(c1)nc(CCNC(=O)c1ccco1)n2C	17%	2%	-3	-3	-7%	-10%	-37
O=C1NCCn2ccc(=O)cc21	-6%	-2%	-1	1	-11%	-9%	0
Cc1cccc(NS(=O)(=O)c2cc3c(cc2C)NC(=O)CO3)c1	-4%	-15%	-3	5	-20%	7%	-22

No enrichment for hits (roughly 16% active in at least one column).
